Source: PubChem (National Center for Advancing Translational Sciences (NCATS))
EPAC2 antagonist = EPAC2 (human) antagonism | hit rate 0.18% among 360,000 | EPAC2 GEF exchange of Rap1B-BODIPY-GDP, fluorescence | Q8WZA2 | Potency, µM (doses to about 114 µM), inactives show top-dose activity, negative = inhibition, actives largely listed as inhibitors; note: % is set by controls: 0 for no effect and ±100 for the full control effect; nearly all actives have a fitted effect of over 45% in size; many of its hits are not listed in these tables
Target sequence (Q8WZA2 whole entry, looked up): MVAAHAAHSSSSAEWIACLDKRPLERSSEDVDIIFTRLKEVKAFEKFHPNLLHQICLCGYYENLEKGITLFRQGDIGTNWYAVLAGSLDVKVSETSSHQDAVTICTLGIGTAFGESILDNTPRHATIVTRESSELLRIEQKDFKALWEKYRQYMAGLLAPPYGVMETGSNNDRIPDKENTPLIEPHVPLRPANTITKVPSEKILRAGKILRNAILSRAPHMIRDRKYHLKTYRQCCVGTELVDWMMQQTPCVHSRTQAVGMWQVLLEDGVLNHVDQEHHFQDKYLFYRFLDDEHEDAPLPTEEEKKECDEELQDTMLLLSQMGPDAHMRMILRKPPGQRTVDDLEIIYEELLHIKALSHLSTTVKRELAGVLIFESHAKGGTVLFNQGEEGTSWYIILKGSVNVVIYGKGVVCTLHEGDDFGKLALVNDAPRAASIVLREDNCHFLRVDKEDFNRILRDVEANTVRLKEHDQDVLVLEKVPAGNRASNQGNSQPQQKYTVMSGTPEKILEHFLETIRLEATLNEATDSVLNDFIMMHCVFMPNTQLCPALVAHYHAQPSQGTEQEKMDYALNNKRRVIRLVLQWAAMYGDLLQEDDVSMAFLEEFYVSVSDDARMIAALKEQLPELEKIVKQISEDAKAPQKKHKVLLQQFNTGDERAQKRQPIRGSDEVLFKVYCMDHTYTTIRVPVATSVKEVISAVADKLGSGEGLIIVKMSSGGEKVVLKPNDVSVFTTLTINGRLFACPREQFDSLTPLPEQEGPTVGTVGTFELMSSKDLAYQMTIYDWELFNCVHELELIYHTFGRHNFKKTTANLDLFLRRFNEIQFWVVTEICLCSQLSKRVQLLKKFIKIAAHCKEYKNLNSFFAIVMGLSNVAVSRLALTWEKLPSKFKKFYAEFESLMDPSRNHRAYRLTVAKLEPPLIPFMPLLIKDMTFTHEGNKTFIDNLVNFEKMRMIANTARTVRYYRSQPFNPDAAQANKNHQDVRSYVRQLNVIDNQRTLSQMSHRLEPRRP
ATXN2 expr inh = reduces ATXN2 reporter expression in HEK-293 cells | HEK-293 ATXN2-luciferase reporter, luminescence, 24 h | Potency, µM (titrated, usually from 57 µM), for inactives: at the highest dose activity change, negative = inhibition, hits mostly inhibitors | hit rate 0.72% among 360,000 | AID 1745845; note: % is set by controls: 0 for no effect and ±100 for the full control effect; nearly all actives have a fitted effect of over 55% in size
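qHTS (up to 57 uM final) was run with 24 h compound exposure of reporter cells at 37 °C. Each well was multiplexed: SteadyGlo luminescence measured ATXN2-luciferase expression after a fluorogenic Gly-Phe-AFC viability readout (25 uM final).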
ATXN viability = viability counter-screen for ATXN expression inhibitors; hit rate 0.49% among 400,000; Potency, µM (highest dose often 56.7 µM), actives largely listed as cytotoxic; S2 cells (HEK-293 line with an ATXN2-luciferase reporter) viability, CellTiter-Fluor protease fluorescence, 24 h; note: nearly all actives have a fitted effect of over 40% in size
HepG2 tox = kills HepG2 cells in TGF-b inhibitor counter-screen; HepG2 CAGA-GFP viability, ATP luminescence, 18 h; Potency, µM (series often up to 46.1 µM), for the others: at the top dose activity change, negative = cytotoxicity, usual class: cytotoxic; hit rate 0.76% among 410,000; note: some results filed as inactive show a strong effect at the top dose
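CellTiter-Glo luminescence gave cytotoxicity after 18 hours at 37 degrees C. The cells were HepG2 CAGA-GFP in 1% FBS DMEM, stimulated with 500 pg/mL TGF-beta after compound addition. %Activity was normalised to no-cell wells (complete cell-killing) and DMSO (no toxicity), and curves were fitted and classified.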
A549 viability = kills or reduces viability of A549 cells in Nrf2 counter-screen. hit rate 0.16% among 390,000. Potency, µM (doses to about 46 µM), inactives show at the top dose activity change, negative = cytotoxicity, hits mostly inhibitors. A549 ARE-Fluc cells, CellTiter-Fluor viability, 18-24 h; note: % is set by controls: 0 for no effect and ±100 for the full control effect
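A549 ARE-Fluc cells in 5% FBS OPTI-MEM, 5000 cells/well, rested 2 h then exposed to compounds in concentration-response for 18-24 h at 37 °C. Viability by CellTiter-Fluor fluorescence (Ex 405/Em 525) after 30 min; luciferase luminescence (BugLite, 15 min, RT) read afterwards.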
TGFb inhibitor = TGF-b pathway inhibition | AID 588855 | Potency, µM (top dose mostly 46.1 µM), without a hit: at the top dose activity, negative = inhibition, hits mostly inhibitors | hit rate 1.2% among 410,000 | HepG2 CAGA-GFP TGF-b/SMAD3 reporter, GFP fluorescence, 18 h; TGF-beta stimulated, 500 pg/mL final; note: % is set by controls: 0 for no effect and ±100 for the full control effect; nearly all actives have a fitted effect of over 65% in size
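HEPG2 CAGA-GFP cells (1000/well, DMEM with 1% FBS) were pre-incubated 2 h at 37 degrees C, given compound by pin tool, then stimulated with TGF-beta at 500 pg/mL final for 18 h before per-cell GFP fluorescence imaging.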
MCF10A rerep = induces DNA re-replication in MCF 10a normal breast cells | MCF 10A DNA re-replication, Hoechst nuclear intensity, 48 h | Potency, µM (titrated, usually from 46.1 µM), inactives show at the top dose activity, positive = re-replication, actives largely listed as activators | hit rate 2.9% among 350,000; note: % of control where 0% means no effect; nearly all actives have a fitted effect of over 50% in size
Nrf2 activator = activators of Nrf2 (ARE) signaling | AREc32 ARE-luciferase reporter (MCF7-derived line), luminescence, 24 h | Potency, µM (doses to about 46.1 µM), inactives show at the top dose activation, hits mostly activators | hit rate 0.31% among 410,000 | AID 624171; note: % of control where 0% means no effect; nearly all actives have a fitted effect of over 65% in size
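ARE activation measured as luciferase luminescence (Steady-Glo, 30 min RT) in AREc32_Fluc cells after 24 hr compound exposure at 37 deg C, 5% CO2; cells seeded overnight at 1000/well in OPTI-MEM, 5% FBS.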
Nrf2 block = inhibitors of Nrf2 signaling; A549 ARE-Fluc reporter, luciferase luminescence, 18-24 h; hit rate 2.1% among 360,000; Potency, µM (doses to about 46 µM), without a hit: at the top dose activity change, negative = inhibition, usual class: inhibitors; note: % is set by controls: 0 for no effect and ±100 for the full control effect; nearly all actives have a fitted effect of over 60% in size
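In this cell-based qHTS, ARE-driven firefly luciferase in A549 cells reports Nrf2 activity; the luminescent signal after BugLite lysis is the measured value, with a prior CellTiter-Fluor read for cell health.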
An asterisk follows results filed as active; i = inactive; ? = inconclusive; · = not tested or not shown; & = joins results of further samples; [ ] = dose if it differs, or a comment. Calls come from the whole dose curve; as a rule, active = well fitted curve in the direction sought with a large enough effect; inconclusive = small, poorly fitted or top-dose-only effect, or another doubt; inactive = no such curve, though single readings can be large; an effect the other way counts as inactive or inconclusive. Potency is the fitted concentration of half-maximal effect. Not all compounds are listed; rates above refer to the full screens.

SMILES | EPAC2 antagonist | ATXN2 expr inh | ATXN viability | HepG2 tox | A549 viability | TGFb inhibitor | MCF10A rerep | Nrf2 activator | Nrf2 block
Cc1nnc(NC(=O)CSc2ncnc3c2cnn3-c2ccccc2C)s1 | 1.2% | -33.1% | i | 2.6% | -1.9% | -0.1% | 18.0% | 0.1% | ?
Cc1cc(=O)oc2cc(OCC(=O)NC3CCN(Cc4ccccc4)CC3)c(Cl)cc12 | -2.2% | · | i | -0.8% | -0.8% | 6.4% | 2.7% | -0.7% | -2.6%
Cc1onc(-c2c(F)cccc2Cl)c1C(=O)NC(=S)Nc1c(C)n(C)n(-c2ccccc2)c1=O | 2.1% | -20.2%[11.3 µM] | i | -0.7% | 1.7% | 10.0% | -9.3% | 0.0% | -7.2%
CN1CCC(=O)N([C@H](CN=[N+]=[N-])c2ccccc2)CC1 | 10.0% | 9.2% | i | -5.9%&-12.3% | 9.5% | 3.2%&-14.5% | 3.3% | -0.4% | 0.0%
COc1ccc(S(=O)(=O)c2ccccc2)cc1NS(=O)(=O)c1cccc(C(=O)O)c1 | 1.4% | -5.9% | i | 5.9% | 0.8% | -4.4% | -3.4% | 0.4% | 2.3%
Cc1ccc(C)c(C(=O)N(Cc2nc(-c3ccc(Cl)cc3)no2)C(C)C)c1 | ? | ? | i | -17.3% | -9.7% | 10µM* | 23.1µM* | 0.4% | ?
O=C(COC(=O)c1cc(=O)[nH]c2ccccc12)c1ccc(Br)cc1 | 0.1% | 21.0% | ? | -7.8% | -1.3% | -6.1% | 15.9% | -0.4% | -11.2%
O=[N+]([O-])c1ncccc1OCc1ccccc1Br | ? | 6.0% | i | -39.2% | 0.0% | -6.1% | ? | -0.3% | -8.0%
CC(=O)Nc1ccc(C=NN=C2c3ccccc3-c3ccccc32)cc1 | -15.6% | ? | ? | -16.8% | -21.8% | ? | ? | 2.1% | -7.3%
Cc1cc(CNC(=O)C(C)Cc2ccccc2)nn1C (configuration not stated) | 3.9% | 3.4% | i | 2.9% | 6.9% | -5.6% | -3.2% | -0.7% | -2.4%
CSCC[C@H](NC(=O)[C@H](Cc1ccccc1)n1c(=O)[nH]c2ccccc2c1=O)C(=O)N[C@@H](Cc1ccccc1)C(=O)O | -6.6% | 1.9% | i | -1.8% | -1.4% | 19.5% | -6.5% | 0.5% | 5.7%
Cc1[nH]c(=O)[nH]c(=O)c1/C=N/NC(=O)CCCCCNC(=O)OC(C)(C)C | 3.6% | 3.6% | i | -4.4% | 1.3% | 8.4% | 2.6% | -0.1% | 8.7%
COc1ccc(/C=C/c2nnc(NC(=O)CSc3ccc(Cl)cc3)s2)cc1 | 4.6% | 9.6% | i | 8.0% | -1.0% | -28.8% | 13.7% | -0.3% | -13.8%
CCOc1ccccc1NC(=O)CC1Nc2ccccc2NC1=O (configuration not stated) | -5.0% | -9.7% | i | -8.9% | 3.1% | 4.1% | ? | 7.2% | ·
O=C1OC(Cc2ccncc2)C(O)=C1C1=NCCCN1 (configuration not stated) | 4.9% | 5.3% | i | -2.4% | 1.9% | 2.5% | 12.1% | -0.3% | 15.1%
COc1cc(C(O)c2nc(-c3cccc(C(C)C)c3)cs2)ccc1F (configuration not stated) | -14.2% | -4.2% | i | -88.8% | · | ? | · | -0.5% | ·
COC(C(=O)Nc1cc([N+](=O)[O-])ccc1C)c1ccccc1 (configuration not stated) | 3.5% | 0.9% | i | -8.8% | 14.5% | 3.7% | -0.9% | ? | -19.3%
O=C(c1c(O)cc(O)cc1O)C1c2c(cc(O)c3c2O[C@H](c2ccc(O)cc2)[C@@H](O)C3)OC1c1ccc(O)cc1 (some centres not stated) | -5.3% | 7.8% | i | 5.3% | 0.5% | -0.7% | -15.7% | -1.4% | 4.1%
CCOC(=O)CCc1c(C)c2ccc(OCC(=O)N(CC)CC)c(C)c2oc1=O | -0.9% | 1.0% | i | -4.3% | -1.6% | -21.3% | 2.7% | 0.3% | -6.2%
COc1ccc(OC)c(S(=O)(=O)Nc2cccc(O)c2)c1 | -0.8% | -5.9% | i | 8.0% | 4.4% | 24.6% | -3.5% | -0.6% | 1.4%
COCCC(=O)N1CCCC(C(=O)c2ccccc2SC)C1 (configuration not stated) | 0.4% | -4.9%[2.22 µM] | i | -10.9% | 1.8% | -0.9% | -27.1% | 2.3% | 19.3%
Oc1ccccc1/C=N/NC(=S)NC1CC2C=CC1C2 (configuration not stated) | -15.3% | -37.2% | i | -161.3% | 2.4% | ? | 10.3µM* | 8.3% | 5.4%
O=C(c1cc(-c2ccc(Cl)cc2)on1)N1CCCCCC1 | 2.9% | 52.9%[activator] | i | 6.1% | -3.8% | ? | 0.5% | 3.3% | ?
O=C(CNC(=O)c1ccccc1F)c1ccc(Br)cc1 | 8.0% | 0.0% | i | 5.5% | 3.8% | 0.0% | -0.1% | 18.0% | 4.2%
COc1ccc(C)cc1NC(=O)CNC(=O)Cn1ccc2ccccc2c1=O | -3.4% | 1.6% | ? | 2.4% | -12.5% | 0.4% | -0.1% | 0.2% | -2.9%
CC(CN1CCOCC1)C(=O)O (configuration not stated) | -0.4% | -0.9% | i | -3.6% | -1.8% | -5.2% | -0.7% | -0.9% | ·
O=P(COc1ccccc1)(c1ccccc1)c1ccccc1 | 0.2% | 5.6% | i | 3.9% | -5.0% | -15.0% | 2.3% | -0.2% | 2.5%
OC(CNCc1ccc2c(c1)OCO2)COc1ccccc1 (configuration not stated) | -4.4% | -18.3% | i | -3.2% | 6.4% | -11.2% | 1.0% | 0.0% | 16.2%
CCN(CC)S(=O)(=O)c1cccc(C(=O)Nc2ccccc2C(=O)Nc2ccc(Cl)cc2)c1 | · | 2.3% | i | -20.4% | 4.4% | -20.0% | · | -0.8% | ·
Cc1ccc(CCNC(=O)C2CCC(=O)N(CC3CCCCC3)C2)cc1 (configuration not stated) | 0.7% | 9.6% | i | -14.0% | 0.9% | ? | -0.2% | 0.4% | 19.6%
COc1ccc(C(=O)Nc2ccc([N+](=O)[O-])cn2)c(OC)c1 | 8.5% | 37.7%[activator] | i | 3.3% | -0.3% | 18.9% | 3.3% | 2.3% | ?
Cc1ccc(CC(=O)Nc2nccs2)cc1 | 8.6% | · | ? | 1.5% | 3.8% | 3.6% | 8.6% | 0.0% | 3.4%
Cc1ccc(C)c(N(C(=O)c2csnn2)C(C(=O)NC2CCCCC2)c2ccncc2)c1 (configuration not stated) | 2.6% | -10.5% | ? | -6.8% | -4.5% | -15.6% | -3.5% | -0.2% | -4.4%
O=C(C[n+]1ccccn1)c1ccccc1 | 6.6% | 4.9% | i | 0.6% | 1.0% | -11.2% | -6.0% | 4.6% | -2.0%
Cc1cccc(CNC(=O)C2CCCN(c3nn4c(=O)cc(C)nc4s3)C2)c1 (configuration not stated) | -7.8% | -18.5% | i | -0.4% | 8.0% | -8.4% | -1.4% | -0.8% | 15.9%
O=C1CC(c2ccccc2)CC2=C1C1(CCCC1)N=C(Nc1nc3ccccc3o1)N2 (configuration not stated) | -0.3% | 1.5% | i | -9.5% | 0.7% | -13.4% | · | 5.5% | -8.3%
CCN1CCN(CCNC(=O)CCCCCn2c(=O)[nH]c3cc(C(=O)OC)ccc3c2=O)CC1 | 10.4% | 2.4% | i | -1.4% | 11.4% | 26.5% | ? | 0.3% | -3.5%
CCOc1ccc(NC(=O)CS(=O)(=O)c2cn(C)c3ccccc23)cc1 | 8.4% | 4.9% | i | 1.2% | -2.5% | -16.5% | -2.4% | 0.2% | 18.8%
Cc1cc(=O)oc2cc(OCC(=O)OCC(=O)Nc3ccccc3F)ccc12 | -5.6% | -18.5% | i | -36.9% | 4.8% | -3.7% | 17.0% | 0.6% | 25.6%
CCCCC(=O)N1CCCC(c2nc3c(nnn3Cc3cc(C)ccc3C)c(=O)[nH]2)C1 (configuration not stated) | 1.0% | -7.0% | i | 0.0% | 1.0% | -24.0% | 0.2% | 0.4% | -21.1%
CN(Cc1nc(-c2ccncc2)no1)S(=O)(=O)c1ccccc1 | 2.7% | -5.4% | i | -12.0% | 0.4% | -10.5% | -0.2% | -0.5% | -15.9%
CC(C)c1ccc(NC(=O)c2cc(S(=O)(=O)NCCc3ccccc3)ccc2F)cc1 | · | ? | ? | -70.9% | 0.3% | ? | · | -0.3% | ·
Cc1ccc(SCc2c(C#N)c3ccccc3n2C)cc1 | -5.2% | 26.6% | i | -0.6% | 4.1% | ? | 13.2% | 0.1% | -17.1%
COc1cc(OC)c(C2=NOC(C(=O)O)C2)cc1Cl (configuration not stated) | 17.3% | 6.5% | i | 4.7% | 4.6% | 0.0% | -13.7% | 0.3% | 5.9%
COc1cc(/C(C)=N/NC(=O)CSc2nc3ccccc3[nH]2)ccc1O | -8.1% | 5.1% | i | 2.7% | -2.9% | -9.8% | -4.8% | 2.5% | 9.5%

Four compounds already listed, sorted by the value under Nrf2 block, descending.
SMILES	Nrf2 block
COCCC(=O)N1CCCC(C(=O)c2ccccc2SC)C1 (configuration not stated)	19.3%
O=C1OC(Cc2ccncc2)C(O)=C1C1=NCCCN1 (configuration not stated)	15.1%
O=C(c1c(O)cc(O)cc1O)C1c2c(cc(O)c3c2O[C@H](c2ccc(O)cc2)[C@@H](O)C3)OC1c1ccc(O)cc1 (some centres not stated)	4.1%
O=C(COC(=O)c1cc(=O)[nH]c2ccccc12)c1ccc(Br)cc1	-11.2%

Limited to MCF10A rerep, Nrf2 activator and HepG2 tox, for 2 of the compounds above:
SMILES	MCF10A rerep	Nrf2 activator	HepG2 tox
O=C(CNC(=O)c1ccccc1F)c1ccc(Br)cc1	-0.1%	18.0%	5.5%
COc1ccc(C)cc1NC(=O)CNC(=O)Cn1ccc2ccccc2c1=O	-0.1%	0.2%	2.4%
